Screening results as filed in PubChem BioAssay.
STK33 inh – inhibitors of purified STK33 kinase, primary screen, biochemical, ADP-Glo luminescence, homogeneous, cell-free; Serine/threonine-protein kinase 33 (Homo sapiens), Q9BYT3; MBP phosphorylation; inhibition, % at 10 µM; 320,000 compounds, 0.073% hits;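 active = inhibition at or above 25%, using the most active replicate where run in duplicate; inactive = inhibition below 25%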
Target sequence (Q9BYT3 whole entry, looked up): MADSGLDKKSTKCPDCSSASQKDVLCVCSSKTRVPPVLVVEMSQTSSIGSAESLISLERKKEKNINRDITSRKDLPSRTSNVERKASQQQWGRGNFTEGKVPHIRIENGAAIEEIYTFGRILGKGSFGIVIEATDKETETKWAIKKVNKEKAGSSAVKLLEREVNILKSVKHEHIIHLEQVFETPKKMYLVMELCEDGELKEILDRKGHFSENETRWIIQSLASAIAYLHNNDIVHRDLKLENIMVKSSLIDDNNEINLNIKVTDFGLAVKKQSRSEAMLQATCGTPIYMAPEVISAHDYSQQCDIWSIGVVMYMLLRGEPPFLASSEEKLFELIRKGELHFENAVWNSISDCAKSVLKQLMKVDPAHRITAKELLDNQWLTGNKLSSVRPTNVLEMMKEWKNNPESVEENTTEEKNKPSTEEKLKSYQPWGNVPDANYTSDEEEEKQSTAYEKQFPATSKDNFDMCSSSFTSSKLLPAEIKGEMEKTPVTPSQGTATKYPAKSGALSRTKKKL
OX1R antag – antagonists of human orexin 1 receptor (OX1R) | AID 485270, 2010 | OX1R-expressing cells, FRET antagonist read-out | inhibition, % at 6.6 µM | Orexin/Hypocretin receptor type 1 (Homo sapiens), O43613 | 330,000 compounds, 1.8% hits; in the data active = inhibition mostly above about 38%, no sharp cut-off; inactive = mostly below about 40%;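 also: 0% = agonist challenge alone and 100% = reference antagonist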
Target sequence (O43613 whole entry, looked up): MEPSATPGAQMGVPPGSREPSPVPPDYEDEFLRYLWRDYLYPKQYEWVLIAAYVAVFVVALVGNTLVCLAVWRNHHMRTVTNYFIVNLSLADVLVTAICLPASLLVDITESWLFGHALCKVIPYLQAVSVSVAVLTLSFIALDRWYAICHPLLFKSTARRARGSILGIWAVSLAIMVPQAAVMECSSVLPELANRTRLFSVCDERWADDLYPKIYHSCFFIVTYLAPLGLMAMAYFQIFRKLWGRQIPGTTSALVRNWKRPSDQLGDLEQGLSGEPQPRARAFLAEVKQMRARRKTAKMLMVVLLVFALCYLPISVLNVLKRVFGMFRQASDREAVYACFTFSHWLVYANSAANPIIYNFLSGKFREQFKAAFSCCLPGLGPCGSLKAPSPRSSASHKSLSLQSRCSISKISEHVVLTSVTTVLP
Starred values were filed as active, the others as inactive; · = no result given.

SMILES	STK33 inh	OX1R antag
CCCCN(C(=O)NC(=O)Nc1cc(C)ccc1C)S(C)(=O)=O	1.2	7
Brc1cccc(CNCCCN2CCOCC2)c1	-1.9	5
Cc1ccc(C(=O)Nc2ccccc2N2CCCCC2)cc1[N+](=O)[O-]	-1.2	14
CCCCCCCCCCCCOC(=O)C[N+](C)(C)C	1.1	5
Cc1csc(/C(C#N)=N/O)n1	-1.9	2
CCC(C)Nc1nc(N)c([N+](=O)[O-])c(Nc2ccccc2OC)n1 (stereo unspecified)	0.8	3
Oc1ccccc1C1=NN(c2ccccc2)C(c2ccc(F)cc2)C1 (stereo unspecified)	-1.1	·
CCN1C(=O)CC(C(=O)NCCc2ccc(S(N)(=O)=O)cc2)SC1=Nc1ccc(OC)cc1 (stereo unspecified)	-1.7	8
CC(=O)NCCC(=O)Nc1cc(S(=O)(=O)N2CCOCC2)ccc1N1CCOCC1	-1.1	4
COc1ccc(CCNC(=O)c2c(N)no[n+]2[O-])cc1OC	0.9	19
O=C(/C=C/c1ccc(-c2ccccc2[N+](=O)[O-])o1)c1ccccc1	-1.7	27
CCN(CC)C(=O)CSc1ncnc2c(-c3ccc(OC)cc3)nsc12	-1.0	32
S=c1[nH]c2ccc(Cl)cc2[nH]1	-1.5	24
O=C(CCSc1nc(-c2ccco2)cc(C(F)(F)F)n1)NCc1cccs1	-0.4	3
O=C(Nc1ccc(F)cc1)N(Cc1nnc2n1CCCCC2)c1ccccc1	-1.4	14
Cc1ccc(Cn2c(N/N=C/c3ccncc3)nc3c2c(=O)n(C)c(=O)n3C)cc1	0.2	4
COc1ccc(C(CCN2CCN(c3ccccc3)CC2)c2c(O)cc(OC)cc2OC)cc1 (stereo unspecified)	0.4	28
O=C(NCc1ccccc1)c1nc2c(nnn2Cc2cccc(Cl)c2)c(=O)[nH]1	-0.9	27
CCCCNc1nc2c(c(=O)n(C)c(=O)n2C)n1Cc1cccc(OC)c1	0.5	18
O=C(Nc1ccc(N2CCOCC2)cc1N1CCOCC1)c1ccc(Br)cc1	-2.2	-3
COCCCNC(=O)CN1C(=O)COc2ccc(S(=O)(=O)N3CCCCCC3)cc21	·	20
COc1ccc(C)cc1S(=O)(=O)N1CC(C)OC(C)C1 (stereo unspecified)	-0.7	19
CN1C(=O)C(CC(=O)NCC2CCCCC2)SC1=Nc1ccccc1 (stereo unspecified)	-1.4	36
COc1ccccc1-c1nnc(NC(=O)c2ccc(S(=O)(=O)N(C)Cc3ccccc3)cc2)o1	-0.3	7
CCC1=Nc2ccccc2-c2nnc(SC)nc2O1	-2.0	197*
COc1ccc(C(=O)NCC(c2ccco2)N(C)C)cc1S(=O)(=O)NCc1ccc(Cl)cc1 (stereo unspecified)	-0.6	6
COc1ccc(CC(=O)NC(=S)Nc2cccc(CO)c2)cc1	-0.4	2
Clc1cccc(CN2CCCCCC2)c1	-1.8	6
Cc1cc(NS(=O)(=O)c2ccc(NC(=O)/C=C/c3ccccc3)cc2)nc(C)n1	1.8	1
COCCCNC(=O)Cn1cnc(C(=O)Nc2ccc(C)c(C)c2)n1	·	2
CCC(=NNC(=O)c1cccc(S(=O)(=O)N2CCOCC2)c1)c1ccccc1	-0.5	5
O=[N+]([O-])c1ccc(O)c(/C=N/NC2=NS(=O)(=O)c3ccccc32)c1	-0.8	33
CCc1nn(CC(=O)NCCCN(CC)CC)c(=O)c2cc3sc(C)cc3n12	-0.8	19
COc1ccc(C(=O)C2CCCN(C(=O)c3cc4nc(C)cc(C)n4n3)C2)cc1F (stereo unspecified)	0.0	14
CC1CCN(CC(O)COc2ccc(C(=O)c3ccccc3)cc2)CC1 (stereo unspecified)	-0.5	-1
Cc1ccc(C(=O)NN2CCOCC2)cc1[N+](=O)[O-]	-1.4	8
CCn1c(SCC(=O)N(Cc2ccccc2)C2CCS(=O)(=O)C2)nc2ccccc2c1=O (stereo unspecified)	0.0	12
CCC(=O)c1ccc(OCC(=O)Nc2ccccc2N2CCCCC2)cc1	-0.1	6
Cc1nn(-c2ccccc2)c(N)c1N=Nc1ccccc1	-0.2	6
COC(=O)C(C(=O)OC)C(C[N+](=O)[O-])c1ccc(O)c(OC)c1 (stereo unspecified)	0.3	15
COc1ccc(CN(C(=O)c2cc3ccccc3oc2=O)C2CCCC2)cc1	-0.4	22
CCCCN(Cc1cccs1)S(=O)(=O)c1csc(C(N)=O)c1	-0.5	5
O=C(C1=C[C@H](c2ccccc2)C[C@H](OCc2ccc(CO)cc2)O1)N1CCOCC1	-1.8	33
CC(=O)N1CCN(c2ccc(NC(=O)c3ccc(OCc4ccccc4)cc3)cc2)CC1	-0.1	10
O=C(CSc1nc(-c2ccccc2)c(-c2ccccc2)[nH]1)Nc1ccc2c(c1)OCO2	·	50*
CCOc1cc(C(C#N)N2CCOCC2)ccc1OC (stereo unspecified)	3.9	7
O=C(NCC1COc2ccccc2O1)c1ccc(NC(=O)C(c2ccccc2)c2ccccc2)cc1 (stereo unspecified)	1.4	7
COc1ccc(CN2CCCCCC2)cc1Br	0.0	12
O=C(N/N=C/c1ccc([N+](=O)[O-])o1)c1ccncc1	1.7	55*
CN(C)c1nc2c(c(=O)n(C)c(=O)n2C)n1CC(=O)c1cccs1	1.0	5
COc1ccc(NC2SC(=O)N(C)C2=O)cc1 (stereo unspecified)	-1.6	8
Cc1nn(-c2ccc(C(=O)O)cc2)c(C)c1Oc1ccccc1O	-1.8	5
Cc1cccc(-n2ncc3c2CCCC3NC(=O)C2=CC(=O)CC(C)(C)O2)c1C (stereo unspecified)	-0.8	30
CCC(=O)Nc1ccc(NC(=S)NC(=O)Cc2ccccc2)cc1	-0.7	14
O=C(Nc1ccc(S(=O)(=O)Nc2ccccc2)cc1)C1COc2ccccc2O1 (stereo unspecified)	0.0	12
Cc1ccc2nc(SC(C)C(=O)NC3CCCC3)[nH]c2c1 (stereo unspecified)	-0.5	9
C=CCNC(=O)/C(C#N)=C/c1ccc2c(c1)OCCO2	-1.2	8
O=C(Nc1ccc(F)cc1)Nc1ccc(S(=O)(=O)N2CCCC2)cc1	-1.2	4
CC(C)c1nnc(NC(=O)CCC(=O)NC2CCCCCC2)s1	-0.4	27
CCn1cc(CCCC(=O)NCc2cccnc2)c2ccccc21	0.3	·

Next results follow:
SMILES	STK33 inh	OX1R antag
COc1ccccc1CNS(=O)(=O)c1ccc(N2CCCC2)cc1Br	·	21
FC(F)(F)C(F)(F)C(F)(F)c1nnc2ccc(N3CCOCC3)nn12	0.3	9
COc1cc2c(cc1OC)CN(CCC(=O)c1ccc(Br)cc1)CC2	0.0	1
O=C(c1ccccn1)N1CCCC(N2CCN(c3cccc(C(F)(F)F)c3)CC2)C1 (stereo unspecified)	-1.8	14
O=S(=O)(N/N=C\c1ccc(-c2ccccc2Cl)o1)c1ccccc1	-2.0	15
Cc1cc(=O)[nH]c(N/N=C/C(C)c2ccccc2)n1 (stereo unspecified)	-1.6	1
O=C(NC(=S)Nc1ccc(CN2CCOCC2)cc1)c1ccc(-c2ccc(Cl)cc2)o1	0.5	3
CC(=O)c1cc(Cl)ccc1OCC(=O)Nc1cccc(S(=O)(=O)N2CCCC2)c1	·	-1
CCOc1ccc(NC(=O)CN2CCN(CC(=O)Nc3ccc4c(c3)OCCO4)CC2)cc1	-0.3	12
COc1ccccc1OCC(=O)Nc1cc(NC(=O)COc2ccccc2OC)cc(C(=O)O)c1	-1.9	-6
CCOc1ccc2oc(C(=O)NC(C)(C)CC)c(C)c2c1	-3.4	7
O=C(O)c1ccc(Cl)c(S(=O)(=O)NCc2ccco2)c1	-0.6	7
Cc1onc(-c2ccccc2)c1C(=O)Nc1nnc(N2CCCCCC2)s1	-0.5	8
CC(C)CC(C(=O)O)N1C(=O)[C@@H]2[C@H](C1=O)[C@@H]1C[C@H]2C(Br)C1Br (stereo partly specified)	-1.4	-1
CSc1ncc(Cl)c(C(=O)Nc2ccccc2[N+](=O)[O-])n1	-1.7	12
O=C(Cc1ccccc1)Nc1ccccc1C(=O)N1CCCCC1	0.0	17
CC(C)c1ccc(Cc2nnc(NCCCO)[nH]c2=O)cc1	-0.7	19
O=C(C[n+]1cccc(/C=N/O)c1)N(Cc1ccccc1)Cc1ccccc1	-1.9	7
O=C(c1cc(COc2ccc(F)cc2Cl)on1)N1CCC(c2ccncc2)CC1	-0.3	26
Cc1cc(=S)[nH]c2ccccc12	-1.1	3
O=C(N/N=C/c1ccc(Br)s1)c1ccccc1[N+](=O)[O-]	-0.5	16
CC(C)(C)c1cc[n+](-c2[nH]c(=O)sc2/C=N/N=C(\[O-])c2ccccc2)cc1	1.6	59*
Cc1ccc(Sc2cnc3ccccc3n2)cc1	0.7	12
Cc1ccc(S(=O)(=O)N=S(CC2CC2(Cl)Cl)CC2CC2(Cl)Cl)cc1 (stereo unspecified)	·	21
Cc1cc(C)c(S(=O)(=O)N2CCCOC2CNC(=O)C(=O)NCc2cccs2)c(C)c1 (stereo unspecified)	-2.0	55
COCC(=O)N1CCC(Oc2ccc(C(=O)N[C@H](C(=O)OC)C(C)C)cc2)CC1	0.5	8
Cc1ccccc1C(=O)N1CCC(C(=O)OCc2nc(N)nc(Nc3ccccc3)n2)CC1	-0.9	-3
O=C(COc1ccc(Br)cc1)Nc1ccc(N2CCOCC2)cc1N1CCOCC1	-1.2	2
Cc1cccc(NC(=O)c2nc[nH]c2C(=O)NCc2ccccc2)c1	-0.2	2
Nc1cccc(-c2cc(-c3ccccc3)nc(-c3cccc(N)c3)n2)c1	-1.6	10
O=C(O)c1cccc(-n2nnnc2SCc2ccccc2Cl)c1	·	33
COc1cc(C#N)c(NC(=O)CN2CCN(CCO)CC2)cc1OC	-0.2	-10
COC(=O)C1=C(C)N(Cc2ccccc2)C(=NCCc2ccccn2)N[C@H]1c1cccc(C(F)(F)F)c1	0.2	6
CNc1nc(Nc2ccc(C)c(Cl)c2)c2cnn(C)c2n1	0.8	84*
COc1ccc(CNC(=O)CSc2nnc3c(n2)[nH]c2ccc(OC)cc23)cc1	0.1	17
O=C(CSc1nnc(-c2ccc(F)cc2)o1)N1CCN(C(=O)c2ccco2)CC1	-1.5	12
Cc1ccc(C(=O)Nc2cccc(S(=O)(=O)N3CCCCC3)c2)cc1[N+](=O)[O-]	-0.6	-3
Cc1cccc(OCC(=O)N(Cc2cccs2)C2CCS(=O)(=O)C2)c1C (stereo unspecified)	-1.3	13
Cc1cccc(C)c1NC(=O)COC(=O)c1ccc([N+](=O)[O-])o1	-0.5	25
CCOc1ccc(NC(=S)N2CCCN(Cc3cc(C)ccc3C)C2)cc1	-3.2	4
Cc1nc(N/N=C/c2ccc(O)cc2)c2cnn(-c3ccccc3)c2n1	-1.0	26
Cc1cccc(OCC(=O)N2CCC3(CC2)CC(=O)c2ccccc2O3)c1	-1.0	15
CCN(CC)S(=O)(=O)c1cc(C(=O)Nc2ccncc2)ccc1Cl	0.4	13
Cc1cc(=O)n2nc(N3CCC(C(=O)Nc4c(F)c(F)c(F)c(F)c4F)CC3)sc2n1	0.2	11
COCC(C)n1c(C)cc(C(=O)CSc2ncccn2)c1C (stereo unspecified)	-0.4	10
Cc1cc(-c2ccc(S(=O)(=O)NCc3ccc(F)cc3)cc2)on1	-0.6	23
S=c1[nH]nc(COc2ccc(Cl)cc2)n1-c1ccc(Cl)cc1	0.1	0
CC(C)NC(=S)N/N=C/c1sc(N2CCCCC2)nc1-c1cccs1	-0.9	9
COc1cc2c(cc1OC)C(C(=O)NCC1COc3ccccc3O1)C(c1cccnc1)N(C)C2=O (stereo unspecified)	-1.5	12
COC(=O)c1ccc(OC(=O)CCN2C(=O)C3C4c5ccccc5C(c5ccccc54)C3C2=O)cc1 (stereo unspecified)	-2.0	11
Cc1ccc(N2CC(NC(=O)N3CCN(C(=O)c4ccco4)CC3)CC2=O)cc1 (stereo unspecified)	-2.2	13
O=C(CSCc1ccccc1F)NCc1ccccc1	0.0	4
CCOC(=O)c1ccc(N=Cc2nc3ccccc3n2C)cc1	-0.7	3
CCCc1cc(=O)[nH]c(SCC(=O)N2CCN(c3ccc(F)cc3)CC2)n1	0.3	25
O=[N+]([O-])c1ccc(Sc2cccc3cccnc23)c([N+](=O)[O-])c1	0.6	5
